Screening data from PubChem BioAssay.
CaV13 ICDI inh = Primary screen for inhibitors of IQ motif and Ca2+-dependent inactivation inhibitor domain binding in CACNA1D, Förster resonance energy transfer in living cells, … | HEK cells, CFP/YFP FRET ICDI-IQ, plate reader, 10 min; percent FRET-ratio fall versus neutral wells | inhibition, % at 12.3 µM | 0.098% of 340,000 active;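 active = mean replicate inhibition of at least 30% and at least 1% of replicates passing that level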;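 note: 0% = median of the neutral control wells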
aDG glyco act = increases alpha dystroglycan glycosylation; Pro5-aDG cells, alpha-DG glycosylation AlphaScreen (IIH6); 0% Pro5, 100% B10-LARGE cell signal; 0.22% of 360,000 active; activation, % at 10 µM; AID 624168;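 active = activation of at least 8% versus controls, or a plate z-score of at least 8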;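 note: Pro5 are CHO cells carrying HIG-tagged alpha-DG that lacks glycosylation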
Vif imaging = HIV Vif inhibition; HEK293T cells, Vif self-association by quenched fluorescence, imaging, 24 h; inhibition, % at 7.49 µM; 0.35% of 340,000 active; in the data active = inhibition above about 50%, passing the limit was not always enough; note: some results filed as inactive read as strong as hits
PDI turbidity = PDI (human) enzyme inhibition. P07237. PDI insulin aggregation turbidity, A650, 90 min. inhibition, % at 10 µM. 0.052% of 350,000 active;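 active = mean inhibition across replicates of 30% or more, whatever share of single replicates reach that level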;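 note: absorbance from insulin aggregation driven by PDI reduction with DTT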
Target sequence (P07237 whole entry, looked up): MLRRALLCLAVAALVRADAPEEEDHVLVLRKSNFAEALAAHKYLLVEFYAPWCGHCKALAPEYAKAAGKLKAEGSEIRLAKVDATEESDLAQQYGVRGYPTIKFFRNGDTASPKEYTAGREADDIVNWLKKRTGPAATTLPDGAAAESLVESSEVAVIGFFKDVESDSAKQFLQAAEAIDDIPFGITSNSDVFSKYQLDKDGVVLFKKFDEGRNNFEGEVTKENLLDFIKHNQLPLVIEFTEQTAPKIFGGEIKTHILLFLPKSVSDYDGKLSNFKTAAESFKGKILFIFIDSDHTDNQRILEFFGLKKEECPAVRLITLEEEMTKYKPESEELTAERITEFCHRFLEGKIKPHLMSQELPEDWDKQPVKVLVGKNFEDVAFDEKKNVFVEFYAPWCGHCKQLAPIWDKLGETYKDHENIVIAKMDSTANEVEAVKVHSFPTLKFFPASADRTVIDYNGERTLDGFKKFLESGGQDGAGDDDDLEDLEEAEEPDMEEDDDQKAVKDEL
N-glyco inh = N-linked glycosylation inhibition | 0.23% of 360,000 active | D54 ERlucT glycosylation luciferase reporter, 24 h; percent of 100 nM tunicamycin response | reporter increase, % at 12.5 µM;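 active = mean luciferase reporter signal, scaled so untreated is 0 and the glycosylation-blocking control 100, at or above a set limit in every replicate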;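 note: luciferase carries N-glycosylation sites so blocking glycosylation raises the light; 0% = median of neutral control wells and 100% = median of 100 nM tunicamycin wells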
ABCB6 inh 2 = human ABCB6 transporter inhibition; fluorescence ratio to DMSO, % at 10 µM; K562-ABCB6 porphyrin accumulation, flow cytometry, 1 h; hits give low values; 0.19% of 360,000 active; Q9NP58; AID 602162;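 active = fluorescence ratio to DMSO below 75%, the collection mean minus 3 SD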;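 note: signal is porphyrin accumulated inside mitochondria; 100% equals median channel fluorescence of DMSO control wells; lower ratio means ABCB6 inhibition with less porphyrin fluorescence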
Cardio protect = protects H9c2 cardiomyocytes from peroxide injury; H2O2 injury protection, ATPLite, 2 h; 0.63% of 360,000 active; protection from H2O2 cell death, % at 20 µM; AID 588492;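 active = compounds giving at least 50% protection of heart cells from peroxide-induced death in the single-dose screen, raw or plate-pattern-corrected value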;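 note: 0% = DMSO wells with peroxide and 100% = DMSO wells without peroxide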
MC4R ag barr = human MC4R agonism via beta-arrestin; 0.98% of 360,000 active; U2OS MC4R beta-arrestin complementation, luminescence; percent of melanotan II response, DMSO zero; AID 540308; activation, % at 8.9 µM; P32245;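 active = activation above a per-plate cutoff, the mean activation of sample wells on that plate plus 3 SD, cut at about 8% in these data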
HTR2A ag = mouse HTR2A agonism via beta-arrestin recruitment; CHO-K1 mHTR2A beta-arrestin complementation, luminescence; percent of 30 µM serotonin response; activation, % at 7.6 µM; 0.66% of 360,000 active;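 active = activation above a run cutoff, the mean activation of all tested compounds plus 3 SD, cut at about 14% in these data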;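 note: 0% = plate median of compound wells and 100% = 30 µM serotonin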
Target sequence (P35363 whole entry, looked up): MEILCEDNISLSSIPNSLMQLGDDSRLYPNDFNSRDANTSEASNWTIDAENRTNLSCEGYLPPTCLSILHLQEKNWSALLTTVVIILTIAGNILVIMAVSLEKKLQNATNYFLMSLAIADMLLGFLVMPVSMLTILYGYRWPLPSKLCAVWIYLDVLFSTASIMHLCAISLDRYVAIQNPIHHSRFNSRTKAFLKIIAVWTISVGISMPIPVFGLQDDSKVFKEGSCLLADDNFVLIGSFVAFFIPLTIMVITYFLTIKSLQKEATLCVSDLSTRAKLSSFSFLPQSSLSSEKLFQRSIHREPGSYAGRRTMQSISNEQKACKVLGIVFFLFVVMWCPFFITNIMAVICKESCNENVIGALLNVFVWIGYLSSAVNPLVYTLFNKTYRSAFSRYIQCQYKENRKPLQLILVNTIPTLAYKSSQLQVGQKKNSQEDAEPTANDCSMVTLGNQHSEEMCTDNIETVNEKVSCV
MC4R antagonist = blocks human MC4R cAMP signaling; P32245; MC4R-expressing cells, MTII-stimulated cAMP, LANCE TR-FRET; inhibition, % at 6.5 µM; 0.48% of 360,000 active; AID 540295;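 active = inhibition above its plate's cutoff, the mean of tested wells on that plate plus 3 SD, cut at about 29% in these data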;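 note: 0% = Melanotan II alone and 100% = Melanotan II plus saturating MCL0020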
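Assay system: U2OS cells stably expressing human melanocortin 4 receptor (MC4R) / Dosing: 6.5 µM / Timing: compound 30 min, challenge 1 h, detection 1 h / Measured by: Eu-cAMP/anti-cAMP TR-FRET, emission 671 nm / Replicates: singlicate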
An asterisk follows results filed as active; i = inactive; . = not tested or not shown.

SMILES	CaV13 ICDI inh	aDG glyco act	Vif imaging	PDI turbidity	N-glyco inh	ABCB6 inh 2	Cardio protect	MC4R ag barr	HTR2A ag	MC4R antagonist
Cc1cc(C)n(-c2ccc(OCC(=O)O)nn2)n1	.	-0.2	-4	8	3	101	2	0.7	-4	-2
CCc1ccc(OC)c(S(=O)(=O)Nc2ccccc2C)c1	-8	0.0	-6	1	-2	99	-7	-1.3	-3	14
CN(Cc1ccccc1)c1nc2c(c(=O)n(C)c(=O)n2C)n1CCSc1ncccn1	-4	-0.2	-2	.	2	94	15	-0.6	10	11
Cc1onc(-c2ccccc2Cl)c1C(=O)NC1CCS(=O)(=O)C1 (stereo not drawn)	0	-0.1	7	-5	3	104	8	0.6	3	6
Nc1cc(-c2ccc(Br)cc2)nn1S(=O)(=O)c1ccccc1	-6	-0.2	.	-1	-4	101	-13	1.5	-5	0
CCOC(=O)c1ccc(N2CCN(c3ccccc3F)CC2)c(NC(=O)Nc2ccccc2)c1	-5	0.1	-14	-3	-4	94	-6	3.3	-9	20
COCCN=c1scc(-c2cccs2)n1/N=C(\C)c1ccco1	3	-0.3	6	-4	-2	109	8	4.6	4	-5
CCOc1cc(/C=C/C(=O)Nc2ccc(C(=O)NCCN(CC)CC)cc2)ccc1OCC(C)C	-8	-0.9	-13	-4	-5	96	-27	3.5	-9	-1
COc1ccc(-c2[nH]c(-c3ccc(Cl)cc3)nc2SCC(=O)Nc2nccs2)cc1	-10	0.1	.	.	4	99	11	3.9	-5	-2
CSCC[C@H](N)C(=O)N1CCC(C(=O)N[C@@H](C)C(=O)NCc2ccc(F)cc2)CC1	.	0.2	-4	.	2	100	8	0.2	6	3
COc1ccc(S(=O)(=O)N2CCCCC2)cc1Br	-3	0.0	-10	8	-2	91	-4	-2.3	-5	4
Cc1cc(=O)oc2c(C)c(OCC(=O)NCCCN3CCOCC3)ccc12	-3	-0.2	6	15	1	101	4	-2.0	-5	5
CCN(Cc1ccccc1)C(=O)c1cccnc1	-5	0.0	-1	5	1	102	-3	-1.8	8	-2
Nc1nc(CN2CCN(Cc3ccccc3)CC2)nc(N2CCCc3ccccc32)n1	-10	-0.2	-1	-6	-2	111	6	1.1	-6	-2
C/C(=N/OC(=O)c1ccc(C)cc1)c1ccc(N2C(=O)C3CCCCC3C2=O)cc1 (stereo not drawn)	-1	0.0	3	5	1	92	-1	-1.7	4	2
COc1ccc(NC(=O)/C=C/c2ccc3c(c2)OCO3)cc1	-4	0.5	4	-1	1	99	7	4.8	1	28
NC(=O)CC(NC(=O)Cc1ccc(Cl)cc1)c1ccc(NC2CCCC2)c([N+](=O)[O-])c1 (stereo not drawn)	-5	-0.2	.	-4	49*	103	-1	0.0	4	9
Fc1ccccc1OCCCCCN1CCCC1	-12	-0.1	-1	1	0	97	-2	-2.9	-6	0
O=C1C(Cc2ccc(O)cc2)NC(=S)N1c1ccccc1 (stereo not drawn)	-4	0.2	15	-3	1	103	3	0.7	-3	5
CC1CCCN(CCCNC(=O)C2CCCN(c3ncnc4c3nc3n4CCCCC3)C2)C1 (stereo not drawn)	-4	-0.1	-3	0	-3	101	-1	-3.0	-7	-4
Cc1cccc(N2C(=O)c3ccccc3C2=O)n1	-4	0.0	-4	1	0	98	5	-2.7	5	6
Cc1nc(N(CCO)C2CCCCC2)c2nnn(Cc3ccccc3)c2n1	-3	0.0	-1	1	0	99	6	1.2	0	-16
CCNC(=S)Nc1sc2c(c1C#N)CCC(C)C2 (stereo not drawn)	-5	-0.3	4	-2	0	109	-1	3.5	5	-3
O=C(NN1C(=O)C2C3c4ccccc4C(c4ccccc43)C2C1=O)c1ccc(Cl)cc1 (stereo not drawn)	-3	-0.3	-5	9	4	101	-6	-1.7	-3	5
CC(C)NC(=O)c1ccc2sc([C@H]3C[C@H](O)[C@@H](CO)O3)nc2c1	-5	0.0	-3	23	2	104	4	-0.3	0	-3
Cc1ccc(C)c(N2CCN(c3cnn(-c4nc5ccccc5s4)c(=O)c3Cl)CC2)c1	-5	-0.3	-2	-5	114*	89	3	-2.4	-1	7
O=C(O)c1ccc(Cl)c(S(=O)(=O)Nc2ccc(S(=O)(=O)Nc3cccc(Cl)c3)cc2)c1	-3	0.4	7	0	0	98	1	2.0	-4	-4
CC1(Oc2ccccc2)CCN(Cc2csc3ccccc23)C1 (stereo not drawn)	-5	-0.2	-1	6	0	91	-2	1.2	-10	-6
COc1ccccc1/C=C/C=N/n1c(-c2cc(-c3ccccc3)n[nH]2)n[nH]c1=S	6	0.0	-3	5	4	101	-8	3.0	1	4
Cc1onc(-c2ccccc2)c1C(=O)Nc1ccc(S(=O)(=O)Nc2nccs2)cc1	5	0.1	-16	-1	4	98	1	-1.9	-4	21
CC1CCCCN1CCNC(=O)c1ccc2c(=O)n(Cc3ccc(Cl)cc3)c(=S)[nH]c2c1 (stereo not drawn)	-17	4.6	7	5	0	97	-16	-0.5	-14	4
CC(=O)c1ccc(N2CCN(c3ccc(S(=O)(=O)NCCCN(C)C)cc3[N+](=O)[O-])CC2)cc1	-2	1.5	1	-4	-4	91	-20	-2.4	-9	4
COc1cccc(CNC(=O)C2CCCN(S(=O)(=O)N3CC(C)CC(C)C3)C2)c1 (stereo not drawn)	-7	0.3	1	-9	2	102	0	-1.8	5	5
Cc1ccc(OCC(O)CN2C(=O)NC(C)(C)C2=O)cc1C (stereo not drawn)	-2	0.0	6	.	0	98	-2	0.0	2	-2
CCc1ccc(NC(=O)C(C)OC(=O)c2ccc(NS(=O)(=O)c3ccc(C)c([N+](=O)[O-])c3)cc2)cc1 (stereo not drawn)	-5	-0.2	-13	-17	-4	99	-24	-1.1	-1	11
COc1ccc(CC(=O)N(CC2CCCO2)c2nc3ccccc3s2)cc1 (stereo not drawn)	-4	0.4	-10	-17	-5	96	-4	0.6	6	5
Cc1cc2c(=Cc3ccc(N(C)C)cc3)c3ccccc3n2[n+]1C	-7	1.6	-24	-4	66*	i	-21	-4.0	-4	-33
Cc1ccc(C(=O)Nc2nc(=O)n(C(=O)c3ccccc3Cl)s2)cc1	-3	-0.4	-10	0	-1	97	6	-2.1	-2	-7
O=C(OCC(=O)N1CCCC1)c1cncc(Br)c1	-5	0.7	.	-15	0	100	6	1.1	-2	3
CC(C)NC(=O)C(c1ccc(F)cc1)N(Cc1ccco1)C(=O)CCC(=O)Nc1ccccn1 (stereo not drawn)	-7	0.0	-2	-9	-1	96	0	-1.2	1	2
C[C@@H]1CN([C@@H](C)CO)C(=O)CCCn2nncc2CO[C@H]1CN(C)Cc1cccc(C(F)(F)F)c1	-10	0.1	5	2	1	109	2	-0.1	8	-1
COc1ccc2nc(CNC(=O)C3CCC(=O)N(CCc4ccccc4)C3)[nH]c2c1 (stereo not drawn)	-2	0.2	-6	3	1	100	8	-0.2	-6	1
CCOC(=O)N1CCC(NC(=O)CN2C(=O)C(CC)Oc3ccc(C)cc32)CC1 (stereo not drawn)	-5	-0.1	-8	-5	1	97	3	-0.5	12	6
Cc1cc(O)c(NC(=O)c2ccc(C)c([N+](=O)[O-])c2)cc1C	-5	0.1	-4	23	-4	98	8	5.3	0	0
CCOC(=O)C1(CC2CCCCO2)CCN(S(=O)(=O)c2ccc(C)s2)CC1 (stereo not drawn)	5	-0.2	0	4	3	96	4	-3.5	-4	8
COC(=O)C1CCN(C(=O)COC(=O)C2CCN(S(=O)(=O)c3ccc4c(c3)OCCO4)CC2)CC1	-2	-0.2	.	-1	3	100	2	0.7	5	10
CCn1cc(S(=O)(=O)c2ccc(C)cc2)c(=O)c2cc(OC)ccc21	-5	-0.1	4	0	1	99	1	-1.3	-1	8
O=C(O)Cc1ccc2[nH]c3ccc(CC(=O)O)cc3c2c1	-7	0.2	0	-1	2	101	-2	-2.0	2	2
COC(=O)c1cc(C(=O)NC(C)(C)CC(C)(C)C)cc([N+](=O)[O-])c1	-2	1.1	-8	14	-1	99	-1	-1.5	11	9
CCOc1ccccc1NC(=O)NNS(=O)(=O)c1cc(OC)ccc1OC	-5	0.0	1	-1	3	84	0	-1.5	4	-1
O=C(CN1C(=O)NC2(CCOc3ccccc32)C1=O)Nc1cccc(Cl)c1 (stereo not drawn)	-5	0.1	4	5	7	89	-7	-1.1	1	-7
N#C/C(=C(/O)CN1CCN(c2ccccc2F)CC1)c1nc(-c2ccc(Cl)cc2)cs1	-10	0.4	-7	5	3	100	-19	3.2	-4	-1
Brc1cccc(OCCSc2ncccn2)c1	3	0.7	3	-5	-4	93	0	3.6	-6	-5
O=C(CSC1CC(=O)N(CCc2ccccc2)C1=O)Nc1cccc(Cl)c1 (stereo not drawn)	-8	-0.1	1	0	1	98	-2	-1.4	1	3
NNC(=O)CNc1ccccc1Cl	-5	0.3	0	1	2	93	2	0.1	1	-4
O=C(c1ccc(Br)o1)N1CCC(Cc2ccccc2)CC1	.	0.0	1	-4	-3	103	-4	-0.4	1	10
CCC1(c2ccc(Cl)cc2)NC(=O)N(CC(=O)NCc2ccc(F)cc2)C1=O (stereo not drawn)	-3	0.0	-9	-2	0	97	-8	-2.0	-2	1
COC(=O)c1cc(NC(=O)c2ccccc2)c(=O)oc1C	5	0.6	-2	3	2	97	7	-0.4	4	17
Cc1ccc(-c2nc(C)sc2CC(=O)NCc2ccco2)cc1	-3	0.2	.	-3	0	103	13	0.5	4	5
CN(CC(=O)Nc1ccc(F)cc1)C(=O)COC(=O)CNC(=O)c1sc2ccccc2c1Cl	-6	0.0	0	-7	0	88	-2	-3.8	-5	16

Other structures.
SMILES	CaV13 ICDI inh	aDG glyco act	Vif imaging	PDI turbidity	N-glyco inh	ABCB6 inh 2	Cardio protect	MC4R ag barr	HTR2A ag	MC4R antagonist
Cc1sc2ncnc(N3CCC(C(=O)Nc4ccc(F)cc4Cl)CC3)c2c1C	-2	0.5	10	8	-5	91	-12	-0.9	-2	-3
COC(=O)C[C@H]1C[C@@H]2c3cc(NC(=O)NC4CCCC4)ccc3O[C@@H]2[C@@H](CO)O1	-11	-0.5	-1	5	2	101	5	-1.0	-3	4
CSc1nnc(-c2sc3cc(C(F)(F)F)cnc3c2-c2ccccn2)n1C	-7	0.1	8	6	1	90	9	-1.0	-3	-4
Cc1c(CCC(=O)O)c(=O)oc2cc3occ(-c4ccc(Cl)cc4)c3cc12	-3	0.0	-10	0	2	101	2	-1.0	5	19

For reference, 3 of the compounds above.
SMILES	CaV13 ICDI inh	aDG glyco act	Vif imaging	PDI turbidity	N-glyco inh	ABCB6 inh 2	Cardio protect	MC4R ag barr	HTR2A ag	MC4R antagonist
Cc1ccc(-c2nc(C)sc2CC(=O)NCc2ccco2)cc1	-3	0.2	.	-3	0	103	13	0.5	4	5
CN(CC(=O)Nc1ccc(F)cc1)C(=O)COC(=O)CNC(=O)c1sc2ccccc2c1Cl	-6	0.0	0	-7	0	88	-2	-3.8	-5	16
Cc1sc2ncnc(N3CCC(C(=O)Nc4ccc(F)cc4Cl)CC3)c2c1C	-2	0.5	10	8	-5	91	-12	-0.9	-2	-3
